Source: PubChem (several laboratories)
HTRA1 inhibitor = inhibitors of human serine peptidase HTRA1; Q92743; recombinant HTRA1, FP-rhodamine activity-based probe, fluorescence polarization; inhibition, % at 5.96 µM; 0.5% of 340,000 active; AID 504803; in the data active means inhibition above about 36%;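 further: 0% = enzyme with DMSO and 100% = wells lacking enzyme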
TCR CD3 inh = inhibitors of human TCR-CD3 interaction | TAMRA-labeled TCR probe fluorescence, biochemical | inhibition, % at 9.4 µM | 0.37% of 360,000 active | AID 651800; in the data active means inhibition above about 19%;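 further: recombinant mutant TCR 2C K166C tagged with TAMRA read by polarization; 0% = receptor in buffer alone and 100% = receptor with positive control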
LEDGF integ inh = blocks HIV-1 LEDGF/p75-dependent DNA integration; TR-FRET IN-LEDGF/p75 DNA integration, Eu/Cy5; inhibition, % at 3.7 µM; 0.64% of 370,000 active;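 active means inhibition above the screen-wide mean plus 3 SD, cut at about 13% in these data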;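 further: signal is the Cy5 over europium emission ratio at 671 and 618 nm; 0% = plate median of compound wells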
mABHD4 FP = inhibits mouse alpha/beta hydrolase domain 4; Q8VD66; purified mABHD4, FP-Rh probe fluorescence polarization; inhibition, % at 8.92 µM; 0.54% of 370,000 active; AID 720543;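 active means inhibition exceeding the mean over every tested compound plus 3 SD, cut at about 30% in these data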;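 further: 0% = plate median of compound wells and 100% = S159A mutant with DMSO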
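Assay system: Wild-type mouse ABHD4 protein | Medium: HEPES pH 7.0 buffer, 150 mM NaCl, 0.01% Pluronic F-127 | Incubation: Enzyme–compound pre-incubation 45 min, then probe 60 min, both 25 °C | Technique: Fluorescence polarization with parallel and perpendicular emission, 525/598 nm | Evaluation: % inhibition of FP-Rh probe binding versus controls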
MBD2 DNA inh = blocks human MBD2 binding to methylated DNA; inhibition, % at 4.4 µM; 0.31% of 370,000 active; Q9UBB5; TR-FRET, MBD2 binding to methylated oligonucleotide; in the data active means inhibition above about 13%
PRMT1 inh = PRMT1 (human) inhibition, primary screen; Q99873; recombinant PRMT1, activity-based probe fluorescence polarization; inhibition, % at 2.79 µM; 1.3% of 370,000 active; AID 652257;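 active means inhibition above about 21% made by adding two undisclosed values, limit read from the data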
rCAG binder = molecules binding r(CAG) RNA repeats | 1.3% of 370,000 active | r(CAG) RNA repeat, TO-PRO-1 dye displacement fluorescence | inhibition, % at 3 µM;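 active means inhibition above the plate cutoff, the mean of all test compounds on that plate plus 3 SD, cut at about 35% in these data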;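 further: 0% = DMSO alone and 100% = 100 µM mitoxantrone as full dye displacement; higher means more dye released from RNA so lower well fluorescence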
TDP2 inh = TDP2 (human) inhibition, absorbance primary screen | O95551 | AID 720702 | recombinant TDP2, T5PNP hydrolysis, p-nitrophenol absorbance 415 nm | inhibition, % at 12.8 µM | 0.34% of 370,000 active;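 active means inhibition above the mean of all tested compounds plus 3 SD, set per campaign, cut at about 25% in these data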;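 further: 0% = DMSO with enzyme and 100% = buffer with substrate but no TDP2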
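test system = human TDP2 enzyme | input = TDP2 enzyme at 120 nM final | medium = 50 mM Tris-HCl pH 7.5 with Mg2+, KCl, DTT, BSA | also added = T5PNP substrate, 5 mM | times = 2 h at 37 °C | technique = epi absorbance | benchmarks = high control without enzyme, low control DMSO plus TDP2 | replication = each compound tested once, singlicate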
NPR2 activator = GC-B (human) receptor activation | P20594 | HEK293-GC-B cells, CNP EC30, cGMP TR-FRET; 0% at EC30 CNP, 100% saturating CNP | activation, % at 10 µM | 0.11% of 370,000 active;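 active means activation at 10 µM reaching about 35% in either raw or pattern-adjusted values, limit read from the data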
Target sequence (P20594 whole entry, looked up): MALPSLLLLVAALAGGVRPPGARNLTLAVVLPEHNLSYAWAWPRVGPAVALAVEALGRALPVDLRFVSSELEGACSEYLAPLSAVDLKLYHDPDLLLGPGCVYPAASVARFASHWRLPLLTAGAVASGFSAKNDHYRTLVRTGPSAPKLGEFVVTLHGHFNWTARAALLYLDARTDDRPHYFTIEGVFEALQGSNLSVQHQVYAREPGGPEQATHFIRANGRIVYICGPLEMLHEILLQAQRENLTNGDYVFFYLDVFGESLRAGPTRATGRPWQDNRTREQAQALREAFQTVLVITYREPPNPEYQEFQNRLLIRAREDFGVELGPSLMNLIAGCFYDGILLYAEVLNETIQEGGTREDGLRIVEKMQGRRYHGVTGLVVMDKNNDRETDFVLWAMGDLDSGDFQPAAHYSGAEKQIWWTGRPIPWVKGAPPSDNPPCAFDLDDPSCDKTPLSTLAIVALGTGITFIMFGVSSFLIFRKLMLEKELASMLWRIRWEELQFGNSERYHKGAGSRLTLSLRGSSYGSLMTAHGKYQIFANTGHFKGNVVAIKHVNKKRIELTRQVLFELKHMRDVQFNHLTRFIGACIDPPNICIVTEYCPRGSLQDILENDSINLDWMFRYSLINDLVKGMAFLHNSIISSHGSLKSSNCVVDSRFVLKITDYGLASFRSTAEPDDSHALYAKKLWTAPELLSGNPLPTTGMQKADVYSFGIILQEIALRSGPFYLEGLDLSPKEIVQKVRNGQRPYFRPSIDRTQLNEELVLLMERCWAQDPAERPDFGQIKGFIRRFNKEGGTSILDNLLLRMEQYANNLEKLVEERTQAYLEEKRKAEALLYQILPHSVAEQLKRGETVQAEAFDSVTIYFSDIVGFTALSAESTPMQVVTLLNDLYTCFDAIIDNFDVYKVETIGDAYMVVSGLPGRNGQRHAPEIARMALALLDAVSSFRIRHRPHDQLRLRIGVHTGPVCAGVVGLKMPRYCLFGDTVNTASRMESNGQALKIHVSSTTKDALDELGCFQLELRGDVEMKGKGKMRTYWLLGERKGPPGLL
SIAE inh = inhibitors of human sialic acid acetylesterase SIAE; SIAE FP-Rh probe binding, fluorescence polarization; 0.69% of 370,000 active; AID 1053197; Q9HAT2; inhibition, % at 9.66 µM;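 active means inhibition above a cutoff: mean of compounds within the control limits plus 3 SD of those, cut at about 17% in these data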;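 further: 0% = plate median of compound wells and 100% = probe without SIAE protein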
Numbers without * were called inactive; . = not tested or not shown. Not all compounds are listed; rates above refer to the full screens.

Preview, 2 compounds:
mol,HTRA1 inhibitor,TCR CD3 inh,LEDGF integ inh,mABHD4 FP,MBD2 DNA inh,PRMT1 inh,rCAG binder,TDP2 inh,NPR2 activator,SIAE inh
Cc1ccccc1C(=O)Nc1ccc2c(c1)OCO2,-2,6,-5,10,0,-2,-1,-2,9,-5
O=C(NC(=S)N1CCc2ccccc21)c1ccccc1,6,1,7,6,1,4,2,4,4,0

Results, from the first entry:
mol,HTRA1 inhibitor,TCR CD3 inh,LEDGF integ inh,mABHD4 FP,MBD2 DNA inh,PRMT1 inh,rCAG binder,TDP2 inh,NPR2 activator,SIAE inh
Cc1ccccc1C(=O)Nc1ccc2c(c1)OCO2,-2,6,-5,10,0,-2,-1,-2,9,-5
O=C(NC(=S)N1CCc2ccccc21)c1ccccc1,6,1,7,6,1,4,2,4,4,0
Cc1ccc(O)c(NC(=O)c2ccc3c(c2)C(=O)N(CC(C)C)C3=O)c1,5,-4,-2,8,-6,-2,4,1,2,-2
Cc1cccc(Cn2c(N3CCCCC3C)nc3c2c(=O)[nH]c(=O)n3C)c1 (centres undefined),-11,-3,-3,-7,3,7,-3,-2,-4,0
Cc1nc(C)c(-c2csc(NCc3ccco3)n2)s1,-2,2,2,1,-6,-1,3,4,4,11
COCCN1CCCc2nc(-c3ccc(F)cc3)ccc21,.,6,-1,6,-3,0,7,-8,-1,-2
COc1cc(C(=O)C(=O)N2CCN(c3ccc(C)cc3)CC2)cc2ccccc12,.,-4,5,-1,-6,0,8,-4,0,-3
CCn1c(CNc2nc(-c3ccccc3)cs2)nnc1SCC(=O)NCc1ccccc1,-5,-2,6,-14,-4,0,4,-9,-11,5
O=C(CCNS(=O)(=O)c1c(Cl)cccc1Cl)N1CCCC1,5,5,2,-2,-2,-3,1,-17,6,-3
COc1cccc(CSc2nnc(-c3ccncc3)n2N)c1,9,-5,-4,6,3,-7,2,6,0,9
Cn1nnnc1Sc1ncnc2scc(-c3ccc([N+](=O)[O-])cc3)c12,-12,9,0,0,-1,-1,1,-3,12,6
COCCCNCC(O)C(F)(F)F (centres undefined),-1,0,2,1,1,0,-2,-10,.,-4
CCC1CCCCN1CCCNC(=O)CC1Oc2ccccc2NC1=O (centres undefined),-1,5,-2,-3,2,-5,-1,13,-1,1
Cc1cc2cc(CN(CCCN3CCOCC3)C(=O)NC3CCCCC3)c(=O)[nH]c2cc1C,-4,1,-3,2,-4,-1,-8,-3,1,-4
CC(C)n1c(=O)c2ccccc2n1Cc1cn(CCc2c[nH]c3ccccc23)nn1,.,-1,-6,-7,1,2,1,1,2,5
C=CC(=O)N1CCCC(Nc2nc(Nc3ccc(N(C)C(=O)CC)cc3C)nc3nc[nH]c23)C1 (centres undefined),9,8,0,7,2,1,1,-1,5,0
CCC(=O)Nc1cc(=O)[nH]c2ncnn12,1,0,2,-16,-6,-1,2,2,-2,8
Cc1ccc(C2CCN(C(=S)NC(C)C)C2)cc1 (centres undefined),2,-3,-5,1,2,2,-5,-2,-4,1
COc1cc(NS(=O)(=O)c2cc3c(cc2C)NC(=O)CO3)cc(OC)c1,-5,0,-4,-9,0,5,3,7,-9,-4
Cc1ccc(/C(O)=C2\C(=O)C(=O)N(CCN(C)C)C2c2ccccc2F)cc1 (centres undefined),3,3,3,1,-4,-2,-2,6,1,9
C=CCOc1ccc(/C=C/C(=O)OC(C)C(=O)Nc2ccc(NC(C)=O)cc2)cc1 (centres undefined),-4,-6,2,-2,-4,-3,-1,1,-3,3
O=C(CCc1ccccc1)N[C@H]1[C@@H](OC(=O)c2cccnc2)CCC[C@]12C(=O)N(Cc1ccccc1)c1ccccc12,.,.,3,-2,17*,3,12,1,-11,-2
CC(=O)CN1Cc2ccccc2/C1=N\C(=O)Nc1ccccc1,-6,-5,-2,3,0,-1,2,5,-4,1
CC(C)N(CCNC(=O)c1oc(=O)c2ccccc2c1-c1ccccc1)Cc1ccco1,-22,-1,2,-9,-3,-3,1,-14,-8,-2
Cc1ccc([C@H]2C[C@@H](O)[C@H](n3cc(COC(=O)c4ccccc4)nn3)CN2CC2CCCCC2)cc1,-7,0,-7,2,4,4,1,6,5,1
CCN1C(=O)C(CC(=O)Nc2ccc(OC)cc2)N(CCc2ccc(F)cc2)C1=S (centres undefined),-30,4,4,-10,0,-1,2,0,-1,-9
CCc1cc2ccccc2nc1SCC(=O)Nc1cc(OC)c(OC)cc1C(=O)O,-5,6,1,11,-2,0,53*,3,1,5
O=C(CN1C(=O)C2CC=CCC2C1=O)Nc1nccs1 (centres undefined),2,-5,-1,11,5,-2,-1,5,5,1
O=C(Nc1nc2c(F)cc(F)cc2s1)c1ccco1,-5,3,0,-3,2,-7,3,5,0,2
Cc1noc(C)c1S(=O)(=O)N1CCCC(C(=O)NCc2ccccc2Cl)C1 (centres undefined),4,3,1,2,4,3,1,27*,5,4
CC1CN(C(=O)CCN2C(=O)c3ccccc3C2=O)CC(C)O1 (centres undefined),2,7,-1,1,-2,3,-2,-1,-4,-3
O=C(NCCN1CCCC1)C1CCC(=O)N(CCCN2CCOCC2)C1 (centres undefined),-5,-5,2,1,-4,-3,0,-18,1,-10
CCOC(=O)N1CCN(C(=O)c2cc(COc3ccc(F)cc3F)on2)CC1,-8,-6,-3,7,0,5,-8,5,-8,0
COc1ccccc1NC(=O)CCN1CCN(Cc2ccccc2)CC1,-1,2,0,2,3,1,-11,-7,4,3
CCC(C)C(CO)NCCCn1cnc2c(SC)ncnc21 (centres undefined),2,8,2,1,-7,0,0,-12,-2,3
Cc1nnc2ccc(N3CCOCC3)nn12,0,3,0,6,5,-1,2,3,5,7
COc1cc(/C=C/C(=O)OCC(=O)NCCC2=CCCCC2)ccc1O,-6,4,-1,-3,0,-2,-2,-17,2,7
CCC(CCCO)CCC[C@H](C)CCC1OCCO1 (some centres undefined),-14,6,1,-2,-2,0,-13,-6,1,-2
OCCC1CN(Cc2cc3c(cc2Cl)OCO3)CCN1Cc1ccccc1 (centres undefined),2,6,-3,3,-2,-2,-6,2,-1,-1
O=C(CN1CCSC1=NCc1ccccc1)c1ccc(Cl)cc1,-2,-3,3,5,5,0,-3,-3,-9,1
Cc1ccc(OCC(=O)NC2CCS(=O)(=O)C2)c([N+](=O)[O-])n1 (centres undefined),0,0,1,2,-2,0,3,6,0,4
NS(=O)(=O)c1ccc(NC(=O)COC(=O)c2c3c(nc4ccccc24)/C(=C\c2ccc4c(c2)OCO4)CCC3)cc1,-84,50*,0,12,-14,139*,23,8,0,44*
O=C(c1cc2ccccc2o1)N1CC=C(c2ccccc2)CC1,-22,-1,1,-8,-2,-2,-8,-8,4,-2
CCC(C)NS(=O)(=O)c1ccc(NC(=O)c2ccc([N+](=O)[O-])cc2Cl)cc1 (centres undefined),-4,0,2,-8,-3,-2,6,0,-5,0
CCN(CC(=O)Nc1ccc(NC(C)=O)cc1)C(=O)C1(c2ccc(Cl)cc2)CCC1,-4,-1,3,-2,3,1,0,0,-3,-1
Cc1ccc(C(=O)NCCc2nnc3ccc(SCC(=O)Nc4c(C)cc(C)cc4C)nn23)cc1,-5,5,1,-3,1,2,-6,-6,-4,-4
c1ccc(-c2noc(CSc3nnnn3C3CCCCC3)n2)cc1,-14,5,-3,-4,0,-3,1,-7,-5,2
COc1ccc(CCNC2CC(=O)N(N(C)C)C2=O)cc1OC (centres undefined),0,0,-1,-2,-1,2,1,2,-2,6
N=c1c[n+](N2CCOCC2)[n-]o1,3,12,0,3,0,0,6,1,.,-16
CSCC(=O)NS(=O)(=O)c1ccc(C)cc1,4,3,0,-3,0,-2,-1,2,5,3
O=C(CSc1nc(-c2ccco2)cc(C(F)(F)F)n1)N1CCSCC1,-5,-1,2,6,1,5,3,-7,2,5
CCCCn1c(N)c(N(CC)C(=O)CCc2ccccc2)c(=O)[nH]c1=O,4,7,0,-10,-1,1,0,3,3,-5
c1ccc2[nH]c(SCc3cn4ccccc4n3)nc2c1,-2,6,3,3,1,-4,1,0,-11,5
CN(C(=O)CSc1ncnc2sccc12)c1c(N)n(Cc2ccccc2)c(=O)[nH]c1=O,0,3,1,-1,3,7,3,15,-3,3
CCOC(=O)C1CC(CN2C(=O)c3ccccc3C2=O)OC1=O (centres undefined),5,-13,-3,5,2,0,1,3,0,7
Cc1ccc(S(=O)(=O)Nc2ccccc2C(=O)NCC2CCCO2)cc1 (centres undefined),.,7,-4,3,3,3,10,-1,-2,-1
O=C(CSC(=S)N1CCCC1)N1CCN(S(=O)(=O)c2cccc(F)c2)CC1,1,2,-1,-3,-4,-4,-6,11,4,-1
Cc1nc2ccccc2c(=O)n1NC(=O)c1ccc([N+](=O)[O-])cc1,3,-2,2,0,0,0,6,-1,4,3
Cc1cc(C)n(S(=O)(=O)c2ccc(Cl)c(Cl)c2Cl)n1,28,-7,3,-2,-4,-1,-3,-13,-9,8
Cc1[nH]c2ccc(C(=O)NCCCN3CCCCC3)cc2c1C,7,-5,-6,5,2,-3,0,-23,-3,-3

Some values from the results shown:
In NPR2 activator, Cc1ccc(S(=O)(=O)Nc2ccccc2C(=O)NCC2CCCO2)cc1 (centres undefined) reads -2
In SIAE inh, CCC(C)NS(=O)(=O)c1ccc(NC(=O)c2ccc([N+](=O)[O-])cc2Cl)cc1 (centres undefined) reads 0
In rCAG binder, CCN(CC(=O)Nc1ccc(NC(C)=O)cc1)C(=O)C1(c2ccc(Cl)cc2)CCC1 reads 0

Later entries.
mol,HTRA1 inhibitor,TCR CD3 inh,LEDGF integ inh,mABHD4 FP,MBD2 DNA inh,PRMT1 inh,rCAG binder,TDP2 inh,NPR2 activator,SIAE inh
CC1(c2ccccc2)NC(=O)N(CC(=O)Nc2ccccc2C(=O)NC2CC2)C1=O (centres undefined),9,-1,-2,5,4,2,-3,6,-2,-1
C[C@H](CO)N1C[C@H](C)[C@@H](CN(C)S(=O)(=O)c2ccc(Oc3ccccc3)cc2)OCc2cnnn2CCCC1=O,-4,-1,-3,8,5,3,1,10,8,6
Cc1occc1-c1nnc(SCC(=O)N2CCOCC2)n1CC(C)C,5,5,2,-3,2,-1,-7,-10,-2,0
CCC(Sc1ccc2nnc(-c3ccc(OC)c(OC)c3)n2n1)C(=O)O (centres undefined),1,-12,2,2,-1,1,6,12,-2,-5
O=C(c1ccco1)N1CCN(C(=O)c2cnn(-c3cccc(F)c3)c2C2CCNCC2)CC1,2,0,3,3,-2,-6,1,24,7,11
COc1ccc(OC)c(NC(=O)CCN2CCN(C/C=C/c3ccccc3)CC2)c1,0,-3,-3,7,-1,2,-8,5,-5,3
CN(C)S(=O)(=O)c1cccc(NC(=O)c2ccc(N3CCOCC3)c([N+](=O)[O-])c2)c1,-7,0,1,-7,-5,-1,5,6,4,-3
CC(C)NC(=O)N(C)C[C@@H]1Oc2c(NS(=O)(=O)c3ccccc3)cccc2C(=O)N([C@@H](C)CO)C[C@@H]1C,4,8,-1,6,0,1,-4,-1,8,1
